Assay outcomes: PubChem, several laboratories
FXIIa inh 1536: blocks human coagulation factor XIIa protease activity | P00748 | purified FXIIa, Boc-QGR-AMC fluorogenic substrate, 2 h | inhibition, % at 5 µM | 0.3% of 220,000 active; in the data active = inhibition above about 40%;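 note: 0% = enzyme with no compound and 100% = blank without enzyme; many of its hits are not listed in these tables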
PERK inhibitor: human PERK inhibition, primary cell-based screen; Q9NZJ5; CHO PERK-DD fusion, SEAP luminescence translation reporter; inhibition, % at 5.6 µM; 0.17% of 220,000 active;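 active = inhibition above the mean inhibition of all tested compounds plus 3 SD, set separately per screening campaign, cut at about 2.9% in these data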;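 note: PERK kinase domain activated by AP20187 dimerizer at 100 nM; 0% = DMSO with dimerizer and 100% = rapamycin at 8.4 µM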
Furin inhibitor: inhibitors of human furin; P09958; purified furin, fluorogenic substrate cleavage; inhibition, % at 30 µM; 0.061% of 220,000 active; in the data active = inhibition above about 25%; note: inactives centre near -15
p97 ATPase inh: inhibitors of human p97 ATPase | AID 1481 | inhibition, % at 8 µM | P55072 | 0.42% of 220,000 active | recombinant p97 ATPase, Kinase-Glo ATP luminescence, 3 h; in the data active = inhibition above about 15%;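 note: 0% = DMSO vehicle and 100% = wells lacking enzyme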
hK5 inh: inhibitors of human kallikrein 5; inhibition, % at 5 µM; 0.59% of 210,000 active; recombinant hK5, fluorogenic AMC substrate cleavage; Q9Y337; AID 873;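 active = inhibition of 40% or more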;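 note: 0% = enzyme controls without compound and 100% = no-enzyme blanks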
Target sequence (Q9Y337 67-293 limits assumed): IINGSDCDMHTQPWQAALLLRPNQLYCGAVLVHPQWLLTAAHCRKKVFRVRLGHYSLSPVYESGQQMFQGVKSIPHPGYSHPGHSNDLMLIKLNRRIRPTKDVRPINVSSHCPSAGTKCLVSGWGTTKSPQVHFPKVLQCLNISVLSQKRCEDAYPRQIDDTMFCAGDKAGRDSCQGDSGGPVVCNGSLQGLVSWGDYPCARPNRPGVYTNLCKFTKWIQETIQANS
KCC2 mod: modulates chloride dependent transport by human KCC2 | 2.2% of 190,000 active | B-score of Tl+ flux slope (higher = more flux/activation; lower = inhibition) at 10 µM | KCC2 cells, thallium flux FluoZin-2 fluorescence | AID 1456;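 active = thallium flux slope and its plate-corrected score both differing from the plate sample mean at a set confidence after two filtering rounds, in either direction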;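 note: slope of fluorescence scaled to starting intensity during 10 to 20 s after thallium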
thrombin 1536: blocks human thrombin protease activity; P00734; alpha-thrombin, Boc-VPR-AMC fluorogenic substrate cleavage; 0.26% of 220,000 active; inhibition, % at 5 µM; AID 1046;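 active = inhibition at or above 40%; inactive = inhibition below 40%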;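 note: 0% = enzyme with no compound and 100% = wells without enzyme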
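Material: human alpha-thrombin protein; Also added: Boc-VPR-AMC substrate, 15 µM final; Timing: enzyme reaction carried out at room temperature; Signal: fluorescence, ex 355 nm, em 460 nm; Measure: % inhibition of thrombin; Controls: enzyme without compound as high, wells lacking enzyme as low.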
Wee1 degr inh: human Wee1 degradation inhibition, primary screen. HeLa Luc-Wee1K328M stability, luciferase luminescence; 100% = proteasome inhibitor MG132 effect. reporter increase, % at 5 µM. 1.2% of 220,000 active. AID 1321;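 active = activation above the mean of all tested compounds plus 3 SD, set per screening run, cut at about 8.8% in these data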;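 note: cells exposed to compound for 20 h before luminescence read; 0% = DMSO alone and 100% = MG132 at 30 µM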
Target sequence (P30291 whole entry K328M): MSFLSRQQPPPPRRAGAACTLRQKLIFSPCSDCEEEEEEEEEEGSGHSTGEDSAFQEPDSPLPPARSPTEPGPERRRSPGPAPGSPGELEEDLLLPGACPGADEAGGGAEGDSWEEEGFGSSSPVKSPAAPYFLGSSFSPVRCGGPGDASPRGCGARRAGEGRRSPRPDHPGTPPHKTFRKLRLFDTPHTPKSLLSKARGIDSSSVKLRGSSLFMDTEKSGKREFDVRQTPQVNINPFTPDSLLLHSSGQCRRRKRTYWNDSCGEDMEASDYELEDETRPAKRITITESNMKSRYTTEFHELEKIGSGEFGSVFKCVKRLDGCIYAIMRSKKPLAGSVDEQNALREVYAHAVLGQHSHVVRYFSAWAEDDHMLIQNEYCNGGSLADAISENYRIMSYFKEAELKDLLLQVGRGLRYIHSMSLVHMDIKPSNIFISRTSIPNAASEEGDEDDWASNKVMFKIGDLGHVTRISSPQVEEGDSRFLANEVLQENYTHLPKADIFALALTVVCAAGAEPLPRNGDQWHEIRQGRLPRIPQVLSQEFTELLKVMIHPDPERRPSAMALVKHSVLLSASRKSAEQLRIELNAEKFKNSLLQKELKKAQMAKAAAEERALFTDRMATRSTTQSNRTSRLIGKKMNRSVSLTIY
FXIa inh 1536: factor XIa (human) inhibition | AID 798 | inhibition, % at 5 µM | 0.14% of 220,000 active | purified FXIa, Boc-Glu-Ala-Arg-AMC fluorogenic substrate | P03951;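 active = inhibition of at least 40%; inactive = inhibition below 40%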;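 note: fluorescence of freed AMC excited at 355 nm; 0% = enzyme without compound and 100% = no enzyme blank; many of its hits are not listed in these tables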
The depositor's hits bear a star; . = no result given; [ ] = remark or other dose.

SMILES	FXIIa inh 1536	PERK inhibitor	Furin inhibitor	p97 ATPase inh	hK5 inh	KCC2 mod	thrombin 1536	Wee1 degr inh	FXIa inh 1536
Cc1nn(-c2ccccc2)c(Cl)c1/C=C1\SC(=S)NC1=O	15	0.5	-13[20 µM]	4	-13	35*	-8	1	9
COc1ccc(C(c2nnnn2C2CCCCC2)N2CCN(c3ccc(OC)cc3)CC2)cc1 (centres undefined)	0	0.5	-37	1	-9	-1.1	-25	-1	-11
CSc1ccccc1NC(=O)c1ccccc1N(C)S(C)(=O)=O	9	1.0	-18[20 µM]	1	-2	.	-2	-1	1
COc1ccccc1C(=O)Nc1nsc(-c2ccccc2)n1	11	-2.1	-18	0	0	-1.4	6	2	1
O=C1CCN(C2CCN(Cc3nc(Cc4ccccc4F)no3)CC2)CCN1	1	0.8	-8	3	.	-0.69	1	2	-3
Cc1cccc(C(=O)N/N=C2/SCC(=O)N2Cc2ccccc2)c1	8	-0.1	-28	9	3	.	-7	-2	-2
COC(=O)c1ccccc1NC(=O)c1ccc(-c2ccccc2F)o1	1	1.1	-19[20 µM]	0	1	.	-6	0	-11
CCOC(=O)C(C)Oc1cccc2c(=O)n(CC(=O)Nc3cccc(OC)c3)ccc12 (centres undefined)	1	-1.7	-16	-8	-12	.	-7	-2	-2
CCCN1CCN(CCCNC(=O)Cn2nc(-c3ccc(Cl)cc3)ccc2=O)CC1	1	0.1	-17[20 µM]	2	-15	0.44	12	0	4
CC1CCCCN1c1nnc(N)s1 (centres undefined)	3	1.2	-20	5	1	0.017	-3	5	-5
CC(C)(C)c1ccc(/C=N/OCC(=O)NCc2ccccc2)cc1	10	1.2	-22	3	-10	-0.21	-1	7	5
Cc1ccc(C(=O)Nc2ccccc2C(=O)NC(C(=O)O)C(C)C)cc1 (centres undefined)	8	1.3	-19[20 µM]	-4	-6	0.036	1	0	-1
COc1ccc(C)c(Cn2c(-c3nonc3N)nc3ccccc32)c1	0	1.1	-17[20 µM]	-6	-12	0.49	-4	3	-4
CCCCN1C(=O)/C(=C(/C#N)C(N)=O)c2ccccc21	-4	0.7	-23	2	-12	-0.93	-8	-1	-3
Cc1cc(C=O)c(C)n1-c1ccc(Oc2ccc([N+](=O)[O-])cn2)cc1	22	-0.5	-22	5	-2	-1.1	-2	0	17
CC(=O)Nc1ccc(S(=O)(=O)NCC(=O)OCc2cc(=O)oc3ccc4ccccc4c23)cc1	-12	-0.3	-13	2	-28	1	-15	0	-9
O=C(NCC1CCCO1)C1CC1(c1ccccc1)c1ccccc1 (centres undefined)	-8	-0.2	-20	-8	-3	0.91	22	2	-15
O=C(CSc1nc2scc(-c3ccco3)c2c(=O)n1-c1ccccc1)N1CCOCC1	3	-0.1	-11[20 µM]	4	-6	0.16	2	-2	7
O=C(Nc1ccccc1C(=O)O)c1ccccc1	12	0.6	-5[20 µM]	-3	-12	1.5	-8	2	2
CC(=O)c1cccc(NC(=S)NC2CC2)c1	4	1.0	-14	1	-5	0.47	-5	-2	10
O=C(COC(=O)Cn1cnc2ccccc2c1=O)Nc1ccc(Cl)c(C(F)(F)F)c1	9	0.1	-12	2	-9	-0.39	-7	0	3
CCN1C(=O)C(O)(CC(=O)c2c(C)coc2C)c2ccccc21 (centres undefined)	8	1.3	-23	4	14	0.55	-2	3	-1
Cc1ccc(S(=O)(=O)N2C=CC(C(F)(F)F)=NCC2)cc1	0	-0.2	-10[20 µM]	2	-9	0.21	-5	-2	-4
Cc1ccccc1NS(=O)(=O)CCCCC(Cl)(Cl)Cl	-2	0.3	-8	3	-16	-0.19	2	4	-4
CCOC(=O)c1c(N)n[nH]c1-c1ccc(OC)cc1	12	1.4	-14[20 µM]	1	-6	.	-7	-3	3

Of the compounds above, four contain a Cl atom.
SMILES	FXIIa inh 1536	PERK inhibitor	Furin inhibitor	p97 ATPase inh	hK5 inh	KCC2 mod	thrombin 1536	Wee1 degr inh	FXIa inh 1536
Cc1nn(-c2ccccc2)c(Cl)c1/C=C1\SC(=S)NC1=O	15	0.5	-13[20 µM]	4	-13	35*	-8	1	9
CCCN1CCN(CCCNC(=O)Cn2nc(-c3ccc(Cl)cc3)ccc2=O)CC1	1	0.1	-17[20 µM]	2	-15	0.44	12	0	4
O=C(COC(=O)Cn1cnc2ccccc2c1=O)Nc1ccc(Cl)c(C(F)(F)F)c1	9	0.1	-12	2	-9	-0.39	-7	0	3
Cc1ccccc1NS(=O)(=O)CCCCC(Cl)(Cl)Cl	-2	0.3	-8	3	-16	-0.19	2	4	-4

Other records.
SMILES	FXIIa inh 1536	PERK inhibitor	Furin inhibitor	p97 ATPase inh	hK5 inh	KCC2 mod	thrombin 1536	Wee1 degr inh	FXIa inh 1536
C=CCNC(=S)NCC1COc2ccccc2O1 (centres undefined)	7	0.8	-13	7	-8	-0.97	-2	1	7
Cc1cccc(C)c1Nc1nnc(SCC(=O)Nc2ncc(C(F)(F)F)cc2Cl)s1	9	0.0	-9	-3	-9	-6.5*	-2	-3	0
CCOC(=O)c1cnc(-c2ccccc2)nc1N(C)C	-8	-0.7	-14[20 µM]	-6	-14	1.2	-8	0	26
Cc1csc(Nc2cccc3ccccc23)n1	3	0.7	-13	1	0	.	2	3	-1
COc1ccc(Br)c(-c2nc(CS(=O)(=O)c3ccc(F)cc3)no2)c1	1	0.4	-4	4	17	-2.1	0	-4	1
N#CC1=C(N)Oc2n[nH]c(-c3ccc(F)cc3)c2C1c1cccnc1 (centres undefined)	15	-0.3	-7[20 µM]	-1	2	0.063	13	0	4
Cc1cc2c3c(c1C)C(=O)C(=O)N3C(C)(C)CC2C (centres undefined)	9	0.4	-29	0	2	-1.3	-3	-3	-3
CCCCCn1c(N)c(-c2nc3ccccc3s2)c2c([N+](=O)[O-])nn(CC)c(=O)c21	10	0.9	-14[20 µM]	2	-17	0.77	5	2	-5
CCOc1cc(/C=N\NC(=O)CC(=O)NCCc2ccccc2)ccc1O	7	-0.1	-2	-1	-4	-1.2	.	-1	-1
COc1cnn(-c2ccc(C)cc2)c(=O)c1Cl	31	0.9	-13	-3	17	-0.099	13	-3	33
CCC(C)C(=O)Nc1nnc(SCC(=O)Nc2ccc(F)cc2)s1 (centres undefined)	0	0.1	-6	-9	5	-0.21	-11	0	-4
O=C(CSc1nnnn1-c1ccc(O)cc1)N1N=C(c2ccc3ccccc3c2)CC1c1ccccc1 (centres undefined)	12	0.7	-6	-3	4	0.19	-6	1	9
COc1ccc2[nH]c(=O)c(CN(C(=O)c3ccco3)C(C)C)cc2c1	9	-0.3	-33	2	2	-0.026	2	0	0
CCC1(C)Cc2c(sc3nc(NC)n(C)c(=O)c23)CO1 (centres undefined)	10	0.8	-23	3	-35	-0.85	1	-1	2
COC(=O)N/N=C1\CCCc2c(C)cc(C)cc21	3	0.1	-24	0	-3	0.71	7	0	-7
CCOC(=O)Cc1csc(NC(=O)Cc2ccc(C)cc2)n1	6	0.5	-29	3	-2	-0.34	-6	4	0
CSc1nnc(-c2cc3c(s2)-c2ccccc2CC3)o1	-20	-1.2	-167[20 µM]	-9	-330	0.046	-27	6	1
CCN(CC)C(=O)C1CCCN(C(=S)Nc2cccc3ccccc23)C1 (centres undefined)	9	0.3	-17	-8	-5	0.36	0	1	7
COC(=O)c1sccc1NC(=O)CSc1ccccc1NS(=O)(=O)c1ccc(Br)cc1	2	0.0	-17[20 µM]	0	-29	3.5*	-8	-3	-7
Clc1ccc(-c2csc(Nc3ccccc3)[n+]2Cc2ccco2)c(Cl)c1	10	1.0	-22	4	-1	0.11	-7	-1	-3
CC(=O)Nc1c(-c2ccc(F)cc2)nc2ccccn12	16	-0.3	-16	3	-2	0.93	-4	-2	8
COc1cc2c(=O)n(Cc3ccco3)c(=O)n(CC(=O)c3ccc(Br)cc3)c2cc1OC	1	0.0	-18	5	3	-0.71	-8	-1	1
N#CCCNC(=O)Cn1c(COc2ccc(Cl)cc2)nc2ccccc21	-1	0.3	-10	0	8	-1	-6	0	-1
Cn1cc(SCC(=O)NCc2ccc3c(c2)OCO3)c2ccccc21	17	0.7	-19	0	4	-1	5	-2	6
N#C/C(=C\c1ccc(F)cc1)c1n[nH]c(Cn2cncn2)n1	11	0.1	-11[20 µM]	-2	-4	-1	-3	2	0

Later entries:
SMILES	FXIIa inh 1536	PERK inhibitor	Furin inhibitor	p97 ATPase inh	hK5 inh	KCC2 mod	thrombin 1536	Wee1 degr inh	FXIa inh 1536
Cn1c(N2CCCCC2)cc(=O)n(C)c1=O	-23	1.3	-21[20 µM]	3	-4	-1.5	-13	-1	-12
COc1ccccc1-n1c(SCC(=O)N(C)C2CCS(=O)(=O)C2)nc2ccccc2c1=O (centres undefined)	4	0.2	-6	5	-2	-1.4	4	0	2
Cc1ccc(C)c(Cn2nnc3c(=O)[nH]c(C(=O)Nc4ccc(F)cc4)nc32)c1	1	0.9	-16	-1	2	-2.1	-14	4	-2
COc1ccc(C2=NOC(C(=O)N3CCN(c4ccccc4OC)CC3)C2)cc1 (centres undefined)	12	-0.6	-18	-6	-13	-1.3	-6	1	2
Cc1snc2sc(C(=O)c3ccc(F)cc3)c(N)c12	5	1.1	-24	-1	2	1.2	1	-2	4
N#C/C(=C\c1ccc(OC(=O)c2ccc(Br)s2)cc1)c1nc2ccccc2[nH]1	5	0.9	-10	4	-18	-0.099	-6	2	0

Looked up by compound from above:
SMILES	FXIIa inh 1536	PERK inhibitor	Furin inhibitor	p97 ATPase inh	hK5 inh	KCC2 mod	thrombin 1536	Wee1 degr inh	FXIa inh 1536
COc1ccccc1-n1c(SCC(=O)N(C)C2CCS(=O)(=O)C2)nc2ccccc2c1=O (centres undefined)	4	0.2	-6	5	-2	-1.4	4	0	2
Cc1snc2sc(C(=O)c3ccc(F)cc3)c(N)c12	5	1.1	-24	-1	2	1.2	1	-2	4
Cn1c(N2CCCCC2)cc(=O)n(C)c1=O	-23	1.3	-21[20 µM]	3	-4	-1.5	-13	-1	-12
COc1ccc(C2=NOC(C(=O)N3CCN(c4ccccc4OC)CC3)C2)cc1 (centres undefined)	12	-0.6	-18	-6	-13	-1.3	-6	1	2
N#C/C(=C\c1ccc(OC(=O)c2ccc(Br)s2)cc1)c1nc2ccccc2[nH]1	5	0.9	-10	4	-18	-0.099	-6	2	0
